# LDHA inh – LDHA (human) enzyme inhibition | purified LDHA, NADH/diaphorase-resazurin fluorescence; active compounds read low | activity change, % (values are at about 110 or 230 µM) | 480,000 compounds, 0.15% hits | AID 1347041; in the data active = activity change below about -30%; inconclusive = mostly about -25% to -30%;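 note: plate controls were DMSO wells for no effect and wells without enzyme for full effect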
#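 LDH5 2 nM; NADH 0.06 mM, pyruvate 0.2 mM; 200 mM Tris pH 7.4, EDTA, Tween-20; 5 min RT. Detection: diaphorase 0.133 mg/mL + resazurin 37 µM, fluorescence ex540/em590 at 0 and 20 min; normalized to enzyme-free and DMSO wells.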
# ALOX12 inh – inhibitors of human 12S-lipoxygenase ALOX12; 580,000 compounds, 1.1% hits; purified 12hLO, xylenol orange hydroperoxide absorbance; Potency, µM (titrated, usually from 108 µM), without a hit: at the highest dose activity change, negative = inhibition, hits mostly inhibitors; active = well fitted inhibition curve with a large enough effect; inconclusive = small, poorly fitted or top-dose-only effect, or another doubt; inactive = no such curve, though single readings can be large or run the other way; note: potency is the fitted concentration of half-maximal effect
# Target sequence (P18054 whole entry, looked up): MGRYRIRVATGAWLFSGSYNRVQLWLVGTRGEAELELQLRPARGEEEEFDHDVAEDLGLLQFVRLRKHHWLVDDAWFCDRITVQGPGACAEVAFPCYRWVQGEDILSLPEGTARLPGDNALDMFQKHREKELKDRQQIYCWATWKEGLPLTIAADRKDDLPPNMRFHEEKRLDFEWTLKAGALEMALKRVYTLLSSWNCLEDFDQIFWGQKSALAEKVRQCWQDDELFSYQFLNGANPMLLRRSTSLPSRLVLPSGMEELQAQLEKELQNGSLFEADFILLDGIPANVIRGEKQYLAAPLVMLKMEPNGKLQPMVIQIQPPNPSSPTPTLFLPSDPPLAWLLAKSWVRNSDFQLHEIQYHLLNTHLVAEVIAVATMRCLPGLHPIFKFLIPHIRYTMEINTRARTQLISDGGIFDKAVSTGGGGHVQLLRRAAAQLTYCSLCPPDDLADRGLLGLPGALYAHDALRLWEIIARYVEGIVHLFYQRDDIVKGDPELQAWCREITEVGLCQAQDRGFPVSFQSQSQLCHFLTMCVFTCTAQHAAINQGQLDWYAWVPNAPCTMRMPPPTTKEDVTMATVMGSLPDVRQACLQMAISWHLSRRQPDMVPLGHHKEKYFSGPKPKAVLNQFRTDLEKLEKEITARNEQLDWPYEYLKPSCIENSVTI
#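 Purified human 12hLO at 150 nM in 25 mM Hepes, 0.01% Triton X-100, pH 7.0, preincubated 15 min at room temperature with compound. Reaction started with 40 uM arachidonic acid, 30 min at room temperature. Hydroperoxide measured by Fe-xylenol orange, 573/405 nm absorbance ratio.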
# An asterisk follows results filed as active; u = inconclusive; [ ] = dose if it differs, or a comment. Unless noted, % is set by controls: 0 for no effect and ±100 for the full control effect.
SMILES,LDHA inh,ALOX12 inh
CCOC(=O)[C@]12CCC=C1N(Cc1cccc3ccccc13)C(=O)[C@H](CC(=O)N1CCN(C(=O)c3ccco3)CC1)C2,-1,u
COCCn1c(=O)c2c(nc(-n3nc(C)cc3C)n2Cc2ccccc2F)n(C)c1=O,-2,1%
N#Cc1cccc(NC(=O)CCc2cccs2)c1,1,6%
N#Cc1c(N)nc(CCc2ccccc2)c(C#N)c1N,21,2%
CC(C)Oc1ccc(C2CC(=O)NC3=C2C(=O)CC(C)(C)C3)cc1 (stereo unspecified),-4,-2%
COc1cc(NC(=O)c2cc(=O)c3ccccc3o2)cc(OC)c1OC,-1,u
COc1cc(CNC(=O)c2ccc(Br)o2)ccn1,9,9%
CC(CNC(=O)c1ccc2nccnc2c1)c1ccccc1 (stereo unspecified),-2,-11%
CCOC(=O)COc1ccc2c(=O)c(Oc3ccccc3OCC)c(C)oc2c1,8,44%[activator]
Fc1ccc(-c2csc(-c3cccnc3)n2)cc1,-18,-11%
CCCCc1c(-c2ccc(Br)cc2)ncn1CCc1ccccc1OC,7,u
COc1cc(-c2nc(-c3cccc(Br)c3)no2)cc(OC)c1OC,2,1%

# Entries from the list above that have fluorine:
SMILES,LDHA inh,ALOX12 inh
COCCn1c(=O)c2c(nc(-n3nc(C)cc3C)n2Cc2ccccc2F)n(C)c1=O,-2,1%
Fc1ccc(-c2csc(-c3cccnc3)n2)cc1,-18,-11%

# The listing continues.
SMILES,LDHA inh,ALOX12 inh
N#Cc1ccccc1-c1ccc(C(=O)O)o1,-2,u
CS(=O)(=O)N1CCCN(C(=O)c2cnn(Cc3ccccc3Cl)c2)CC1,0,1%
CC(C)Oc1cc(F)ccc1-c1cc(C(=O)NCc2cccnc2)[nH]n1,-12,12%
CCc1ccc(NC(=O)Cc2c(C)nc3nc(-c4cccs4)nn3c2C)cc1,-22,u
COc1ccc(NS(=O)(=O)c2ccc(C)c(C(=O)Nc3ccc4oc(C)nc4c3)c2)cc1,2,6%
CN(C)c1ccc(-c2csc(C(C)(O)c3ccc(F)c(F)c3)n2)cc1 (stereo unspecified),-9,u
CCOC1CCN(C(=O)c2cc(-c3ccncc3)nc3ccccc23)CC1,4,10%
O=C(c1c[nH]c2ccccc12)C(NCc1ccccc1)c1ccccc1 (stereo unspecified),10,15%
COc1cccc(Nc2ncnc3c2cnn3-c2ccccc2)c1,1,8%
Clc1ccc(CN2CCc3ccccc3C2)cc1,10,u
CN(CC(=O)Nc1ccc2[nH]c(=O)[nH]c2c1)Cc1ccc2c(c1)OCO2,-1,-4%
COc1nc2cc(C)c(C)cc2nc1C(=O)Nc1c(C)cccc1C,-7,-14%
Cc1ccccc1CC(=O)Nc1cc(S(=O)(=O)N2CCCCC2)ccc1N1CCN(C)CC1,7,6%
CCN(CC)C(=O)c1cccc(NC(=O)c2cc(C3CC3)nc3ccccc23)c1,2,-28%
COc1cccc(-c2nnc(SCC(=O)Nc3ccccc3C#N)n2-c2ccccc2)c1,-1,0%
CCOC(=O)C(=O)N(C)c1c(CC)nc2c(OCc3ccccc3OC)cccn12,-3,u
CCOC(=O)N(C)c1c(CC)nc2c(OCCOc3ccccc3)cccn12,3,3%
CC(=O)C1=C(C)Oc2ncn3nc(-c4ccco4)nc3c2C1c1ccco1 (stereo unspecified),-8,-56%
CS(=O)(=O)C1(C(=O)O)CCCC1,-13,-20%
Nc1nc2ccc(Cl)cc2cc1C(=O)NCCCN1CCOCC1,-3,-15%
COC(=O)Cn1c2ccccc2c(=O)n1C(C)C,-3,-38%
CCOC(=O)N1CCN(c2ccc(NS(=O)(=O)c3cc(F)ccc3F)cc2C(=O)O)CC1,-8,u
O=C(/C=C/[C@H]1O[C@@H](n2ccc(=O)[nH]c2=O)[C@H](O)[C@@H]1O)NC1CCN(Cc2ccccc2)C1 (stereo partly specified),-1,1%
CC(C)CCC(=O)Nc1ccc(Cl)c(C(N)=O)c1,-25,-2%

# The list goes on; the last four above are carried over.
SMILES,LDHA inh,ALOX12 inh
COC(=O)Cn1c2ccccc2c(=O)n1C(C)C,-3,-38%
CCOC(=O)N1CCN(c2ccc(NS(=O)(=O)c3cc(F)ccc3F)cc2C(=O)O)CC1,-8,u
O=C(/C=C/[C@H]1O[C@@H](n2ccc(=O)[nH]c2=O)[C@H](O)[C@@H]1O)NC1CCN(Cc2ccccc2)C1 (stereo partly specified),-1,1%
CC(C)CCC(=O)Nc1ccc(Cl)c(C(N)=O)c1,-25,-2%
CCC(=O)Nc1nc2c(OC)cc(NS(=O)(=O)c3cc(F)ccc3F)cc2s1,11,26%
O=C(NCc1ccco1)C1C(=O)Nc2ccccc2C(=O)N1C1CCCCC1 (stereo unspecified),0,13%
Cc1ccc(-n2c(SCc3nnnn3-c3ccccc3)nnc2N2CCCC2)cc1,9,6%
CCc1ccc2oc(C(=O)N(Cc3ccc(F)cc3)C3CCS(=O)(=O)C3)cc(=O)c2c1 (stereo unspecified),10,-18%
C(=N\N=C(c1ccccc1)c1ccccc1)/c1ccncc1,-5,-15%
COc1cc(C(=O)/C=C/c2ccc(SC)cc2)ccc1O,-3,40µM*
COc1cccc2cc(C(=O)N3CCN(c4cccc(C(F)(F)F)c4)CC3)c(=O)oc12,3,3%
CSCC(=O)NCc1ccco1,3,-48%
COc1ccc2nc(C)cc(SCC(NC(C)=O)C(=O)O)c2c1 (stereo unspecified),u,u
O=C(COC(=O)c1cccc(NS(=O)(=O)c2ccccc2)c1)NCc1cccs1,4,2%
Clc1ccc(Cn2ncc3c(N4CCN(c5ccccc5)CC4)ncnc32)cc1,-5,5%
CC1CCc2onc(C(=O)Nc3cccc(Cl)c3)c2C1 (stereo unspecified),10,2%

# A portion taken from the entries so far:
SMILES,LDHA inh,ALOX12 inh
CCC(=O)Nc1nc2c(OC)cc(NS(=O)(=O)c3cc(F)ccc3F)cc2s1,11,26%
O=C(NCc1ccco1)C1C(=O)Nc2ccccc2C(=O)N1C1CCCCC1 (stereo unspecified),0,13%

# Given with two lines to a compound: 4 of the compounds above
# Every second line gives: LDHA inh	ALOX12 inh
> O=C(NCc1ccco1)C1C(=O)Nc2ccccc2C(=O)N1C1CCCCC1 (stereo unspecified)
 : 0	13%
> COc1ccc2nc(C)cc(SCC(NC(C)=O)C(=O)O)c2c1 (stereo unspecified)
 : u	u
> Clc1ccc(Cn2ncc3c(N4CCN(c5ccccc5)CC4)ncnc32)cc1
 : -5	5%
> Cc1ccc(-n2c(SCc3nnnn3-c3ccccc3)nnc2N2CCCC2)cc1
 : 9	6%

# Next structures follow:
SMILES,LDHA inh,ALOX12 inh
N#Cc1cccc(CNCc2ccc(CN3CCCC3)cc2)c1,15,u
O=C(CSC1=NS(=O)(=O)c2ccccc2N1Cc1ccccc1)Nc1ccc(F)cc1F,-19,0%
CCCN1C(SCC(=O)N2CCC(C)CC2)=NS(=O)(=O)c2ccccc21,-13,-12%
COC(=O)C1=CN(c2ccc(Oc3ccccc3)cc2)C(N)=C(C#N)C1c1cccc(F)c1 (stereo unspecified),-7,-22%
CCC(=O)N/C(N)=N/c1nc(C)c2cc(C)ccc2n1,-3,11%
Cc1cccc(C(=O)N2CCN(Cc3nc(N)c4ccccc4n3)CC2)c1,10,3%
CC(C)(C)NC(=O)CNC(=O)CCc1ncc(-c2ccc(Cl)cc2Cl)o1,6,-48%
Cc1cc(Cl)ccc1NC(=O)CSc1nc2cc([N+](=O)[O-])ccc2o1,-13,u
CCCC(N)CCC,-4,u
Nc1nccnc1C(=O)NCCc1cccnc1,5,16%
CCN(CC(=O)NC1CCCC1)C(C)c1ccc(C#N)cc1 (stereo unspecified),-3,3%
CN1OC[C@@H]2CN3C(=O)N(c4cccc5ccccc45)c4ccccc4[C@@H]3C[C@@H]21,10,-28%
O=C(COc1nc2ccccc2nc1N1CCOCC1)Nc1ccccc1,6,5%
Cc1ccc2[nH]c(C)c(CCN(Cc3cccs3)C(=S)NC(C)(C)C)c2c1,9,u
COC(=O)c1cccc(C(=O)NCc2ccccc2)c1,8,16%
Cc1ccc(C(=O)Oc2cccc(C)c2C)cc1Br,4,-30%
Cc1cc(C(=O)c2cc3ccccc3o2)c(C)s1,0,14%
O=C(Nc1ccc(-c2nnnn2C2CC2)cc1)NC1CCCCCC1,5,25%
Cc1ccc2oc(-c3ccc4ccccc4c3)c(C)c(=O)c2c1,5,u
Fc1cccc(Cc2c(-c3ccc(Cl)cc3)nc3ccc(Cl)cn23)c1,1,u
CCOc1ccc(C2C(C(=O)Nc3ccc(F)cc3)=C(C)NC3=C2C(=O)CC(C)(C)C3)cc1 (stereo unspecified),-9,-26%
Cc1c(-c2ccc(F)cc2)[n+](=O)c(-c2ccc(Cl)cc2)c(C)n1[O-],5,15%
O=C(NCC(F)(F)F)C1CCN(c2ncnc3sc4c(c23)CCC4)CC1,0,-1%
O=C(C[n+]1ccc2ccccc2c1)c1ccc2ccc3ccccc3c2c1,-1,u
O=C(NC1CCCCC1)C1CCN(C2=NS(=O)(=O)c3ccccc32)CC1,-2,-25%
Cc1ccccc1SCC(=O)NCc1ccccc1Cn1cccn1,0,-14%
COC(=O)\C(=C/C=C/C=C/N(C)C)C(C)=O,9,19%
CCn1c(CNC(=O)c2ccc(OC)cc2)nnc1SCC(=O)c1ccc(Br)cc1,-8,13%
CCOC(=O)c1c(C)[nH]c(C(=O)Cn2nnc(-c3cccc(C(F)(F)F)c3)n2)c1C,2,5%
CCC1CCC(C(=O)Nc2ccc(Br)c(C)c2)CC1 (stereo unspecified),-1,-6%
N#Cc1ccc(CNCc2ccc(CN3CCCC3)cc2)cc1,4,u
CC(=O)Nc1c(-c2cc(=O)oc3cc(C)c(Cl)cc23)oc2ccccc12,-1,29%
O=C(NCCCCc1ccccc1)c1cc2ccccc2oc1=O,u,7%
CC(=O)Nc1cccc(NC(=O)c2cc(C(C)C)nc3ccccc23)c1,3,-17%
CC(=O)c1ccc(-c2cnc3c(NC=O)cc(-c4cccc(C(=O)N(C)C)c4)cn23)cc1,-3,-5%
COc1ccc(NC(=O)Nc2nnc(N3CCCC(C)C3)s2)cc1 (stereo unspecified),-5,11%
Cc1ccc(-c2cc(NC(=O)C(C)Oc3ccccc3Cl)on2)cc1 (stereo unspecified),10,0%
Cc1ncc(-c2ccc(C)c(S(=O)(=O)Nc3ccc(Cl)cc3F)c2)o1,-4,u
CCOC(=O)[C@]12CCC=C1N(Cc1ccco1)C(=O)[C@H](CC(=O)NCc1cccc3ccccc13)C2,0,65%
CCCCCCCn1c(SCC(=O)O)nc2c1c(=O)[nH]c(=O)n2C,1,u
CCOC(=O)c1c(C)[nH]c(C(=O)C(C)Nc2ccccc2OC)c1C (stereo unspecified),3,4%
COC[C@H]1CCCN1[C@H]1CS(=O)(=O)N[C@@H]1COCc1ccccc1,-7,u
COc1ccc2cc(CN(C)C(=O)C3CCN(S(=O)(=O)c4ccccc4F)CC3)ccc2c1,-14,9%
CCOc1ccc(N2CC(c3nc4ccc(C)cc4[nH]3)CC2=O)cc1 (stereo unspecified),-1,23%

# Assay outcomes from PubChem.

# This is a subset (hit frequency here may not be typical).
